CRFBP-R2 block = CRF-BP/CRF-R2 complex antagonism. HEK293 CRF-R2/CRF-BP, CRF-induced calcium fluorescence. AID 588475. 350,000 tested, 0.59% active. inhibition, % at 11.8 µM;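 active = inhibition of the ligand-induced calcium signal above about 50% at the single tested concentration, limit read from the data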
DNA FID counter = displaces DNA intercalator in HCV helicase counter-screen | 290,000 tested, 0.17% active | DNA fluorescent intercalator displacement, fluorescence | inhibition, % at 7.9 µM | AID 1845; in the data active = inhibition above about 37%;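 also: 0% = vehicle and 100% = reference compound; higher means more ethidium bromide displaced from hairpin DNA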
CRFBP-R2 agonist = CRF-BP/CRF-R2 complex agonism | activation, % at 13.2 µM | HEK293 CRF-R2/CRF-BP, calcium dye fluorescence (FLIPR); percent of saturating CRF peptide response | 350,000 tested, 0.46% active;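 active = activation of at least 50%, plus an integration ratio under a set limit after plate pattern correction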;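 also: plate controls were neutral control wells without compound for no effect and CRF at EC100 for full effect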
GalR3 antag = antagonists of human GalR3; inhibition, % at 3 µM; O60755; AID 651719; 360,000 tested, 0.44% active; HEK293 GalR3-CNG cAMP membrane potential fluorescence; galR3 body fused to GalR1 C-terminus;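 active = inhibition above the screen-wide average plus 3 SD, cut at about 13% in these data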;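 also: forskolin and galanin both at EC90 stimulate the cells; cAMP rise reported by CNG channel membrane potential dye signal; 0% = forskolin plus galanin with DMSO and 100% = forskolin alone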
HCV NS3 hel inh = blocks Hepatitis C virus NS3 helicase unwinding; 290,000 tested, 0.56% active; inhibition, % at 10.9 µM; NS3 helicase DNA unwinding, Cy5 molecular beacon fluorescence;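 active = inhibition above the mean of all tested compounds plus 3 SD, set per campaign, cut at about 35% in these data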;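 also: 0% = DMSO wells and 100% = thioflavine S control wells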
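Control set: DMSO versus 110 µM thioflavine S; Material: NS3 helicase fragment of HCV; Measured by: Cy5 fluorescence at 0 and 60 min, beacon hairpin quenching; Read-out basis: percent inhibition from t60/t0 fluorescence ratio; Times: reaction time 60 min, 25 °C; Repeats: single replicate; Compound dosing: single dose, 10.9 µM nominal final, DMSO 0.8% final.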
UBC9 SUMO inh = blocks human SUMOylation mediated by UBC9; P63279; HTRF SUMOylation assay, SAE1/SAE2 + UBC9, in vitro; inhibition, % at 35 µM; 290,000 tested, 0.36% active; AID 2006; in the data active = inhibition above about 50%, passing the limit was not always enough; inconclusive = no clear call, values can overlap the other calls; also: strong numbers were not always called active
Target sequence (P63279 whole entry, looked up): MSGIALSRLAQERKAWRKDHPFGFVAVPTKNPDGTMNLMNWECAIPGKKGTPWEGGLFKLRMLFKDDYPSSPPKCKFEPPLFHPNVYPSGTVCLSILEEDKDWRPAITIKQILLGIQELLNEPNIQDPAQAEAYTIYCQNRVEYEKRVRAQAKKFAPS
MEKK2wt PB1 HTS = raises or lowers MEK5 binding to wildtype human MEKK2 PB1 domain; bead flow cytometry, Alexa488-MEK5 binding to MEKK2 WT; actives lie on both sides; binding response (% of control), % at 10 µM; 290,000 tested, 1.1% active; AID 1531; in the data active = binding response below about 67% or above about 130%; inconclusive = no clear call, values can overlap the other calls; inactive = in between
MEKK2 mut-MEK5 = signal of MEK5 binding to mutant human MEKK2 PB1 domain. 290,000 tested, 0.35% active. percent response, % at 10 µM. bead flow cytometry, Alexa488-MEK5 binding to MEKK2 mutant; in the data active = percent response above about 24%, passing the limit was not always enough; also: inactives centre near 1; some results filed as inactive read as strong as hits
MEKK3 PB1 HTS = modulators (inhibitors or enhancers) of MEK5 binding to human MEKK3 PB1 domain | Q99759 | bead-based flow cytometry, Alexa488-MEK5 binding to MEKK3; actives lie on both sides; 0 = blocked by unlabeled MEK5, 100 = vehicle | binding response (% of control), % at 10 µM | 290,000 tested, 1.4% active;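 active = binding response more than 3 SD above or below the average of its plate-row segment, actives on both sides; inconclusive = wells at one plate position flagged as instrument error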;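 also: Alexa488 bead fluorescence after subtracting the streptavidin-only scavenger bead signal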
Target sequence (Q99759 whole entry, looked up, the tested form may be a part): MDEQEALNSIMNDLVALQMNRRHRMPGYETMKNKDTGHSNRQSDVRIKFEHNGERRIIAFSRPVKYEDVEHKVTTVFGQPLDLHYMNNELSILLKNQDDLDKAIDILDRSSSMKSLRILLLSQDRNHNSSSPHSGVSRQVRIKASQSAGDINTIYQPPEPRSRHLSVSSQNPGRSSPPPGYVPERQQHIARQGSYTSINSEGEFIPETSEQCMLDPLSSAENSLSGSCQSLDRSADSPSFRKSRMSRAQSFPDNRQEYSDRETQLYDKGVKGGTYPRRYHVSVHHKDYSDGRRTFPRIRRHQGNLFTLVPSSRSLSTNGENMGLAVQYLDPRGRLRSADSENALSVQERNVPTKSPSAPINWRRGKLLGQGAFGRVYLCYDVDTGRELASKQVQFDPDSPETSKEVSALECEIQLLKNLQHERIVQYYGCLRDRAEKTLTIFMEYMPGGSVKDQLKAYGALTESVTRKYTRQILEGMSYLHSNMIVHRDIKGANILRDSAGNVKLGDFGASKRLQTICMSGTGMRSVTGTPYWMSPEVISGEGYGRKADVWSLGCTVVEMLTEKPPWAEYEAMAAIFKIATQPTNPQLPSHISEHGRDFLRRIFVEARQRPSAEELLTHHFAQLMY
Numbers without * were called inactive; ? = inconclusive; / = not tested or not shown. The list is partial; count on the stated rates, not on these rows.

SMILES	CRFBP-R2 block	DNA FID counter	CRFBP-R2 agonist	GalR3 antag	HCV NS3 hel inh	UBC9 SUMO inh	MEKK2wt PB1 HTS	MEKK2 mut-MEK5	MEKK3 PB1 HTS
CCCCN(C(=O)CNC(=O)c1cccs1)C(C(=O)NC1CCCC1)c1ccncc1 (stereo unspecified)	0	-29	-1.9	2	-9	-1	100	1	106
Cc1ccc(NC(=S)N2CCN(c3nccc(C(F)(F)F)n3)CC2)c(C)c1	-11	-3	-3.3	0	-15	20	103	2	104
CCn1nc(NS(=O)(=O)c2ccc(NC(C)=O)cc2)c2cc3cccc(C)c3nc21	3	-26	-0.5	-2	-10	-1	102	5	99
O=C1C=C(NCc2ccc(Cl)c(Cl)c2)CC1	-5	-1	1.3	-4	4	7	89	-9	86
O=C(CSc1nc(-c2ccc(F)cc2)nc2c1Cc1ccccc1O2)Nc1ccc(C(=O)O)cc1	-15	-17	9.5	-8	19	?	107	0	104
N#Cc1c(-c2ccccc2Cl)cc(-c2ccccc2)[nH]c1=S	/	3	/	/	-14	40	97	0	106
O=C(CCl)NCCCN(C(=O)C(Cl)Cl)c1ccc([N+](=O)[O-])cc1	-6	-1	2.3	-6	-1	10	95	0	100
CC1CN(Cc2nc3c(c(=O)n(C)c(=O)n3C)n2CCN2CCOCC2)CC(C)O1 (stereo unspecified)	5	-3	-0.1	-2	-5	-7	119	8	116
Cc1ccc(N=C2NC(=O)C(CC(=O)NCc3ccccc3)S2)cc1C (stereo unspecified)	6	-18	-3.2	0	-10	1	96	-3	95
CC(=O)Nc1c([N+](=O)[O-])cc(C)c(Cl)c1[N+](=O)[O-]	-17	1	0.4	-3	-6	8	90	-7	98
COc1ccc2c(c1)O[C@@H](c1ccc3c(c1)OCO3)[C@H](OC(=O)Nc1cc(OC)c(OC)c(OC)c1)C2=O	/	-18	/	/	-13	-18	93	2	96
COc1cccc(C2c3[nH]c4ccccc4c3C[C@H]3C(=O)N(c4ccccc4C(=O)N4CCC[C@H]4C(=O)O)C(=O)N23)c1 (stereo partly specified)	-15	-32	2.2	-6	5	15	103	1	100
CCOC(=O)CSc1nnc(Cn2nnc(-c3ccccc3)n2)n1C	11	-10	0.5	-5	0	2	100	0	101
O=C(Nc1ccnn1C1CCN(C/C=C/c2ccccc2)CC1)c1ccccc1Cl	-37	15	1.3	-4	-85	-2	122	9	102
O=C(O)CCn1c(=O)n(CCC(=O)O)c(=O)n(CCC(=O)O)c1=O	6	10	-1.0	-2	-15	6	86	-10	95
CCOc1cc2c(Cl)ncnc2c(OCC)c1OCC	-7	-4	-0.4	-12	0	11	104	8	104
CCOC(=O)C(C)Oc1cccc2c(=O)n(CC(=O)NCc3ccco3)ccc12 (stereo unspecified)	-15	-15	5.7	/	8	-22	112	17	113
O=C(COc1cccc(Cl)c1)Nc1ccc(N2CCOCC2)cc1	80*	-13	7.1	-5	2	1	97	-3	92
Cn1c(-c2ccccc2)cnc1SCC(N)=O	2	1	-1.1	0	-4	21	94	1	99
O=C(Cc1ccc(Cl)c(Cl)c1)Nc1ccccc1N1CCOCC1	3	-14	0.4	-5	2	-8	93	-2	102
Cc1ccccc1OCC(O)CN(CCO)Cc1ccccc1 (stereo unspecified)	4	5	5.7	-4	-7	-1	99	11	101
Fc1ccc(N2CCN(c3ncnc4nc[nH]c34)CC2)cc1	-15	-8	-3.1	-1	6	-6	106	3	105
Cn1c(COc2ccc(Cl)cc2)nnc1SCC(=O)NC1CCCC1	4	-25	-3.5	-9	-4	3	99	-1	103
O=C(c1ccc(Cl)c(S(=O)(=O)N2CCCCCC2)c1)N1CCN(c2ccccn2)CC1	1	-33	0.7	-9	-6	-4	105	5	102
Nc1nc(-c2ccco2)cs1	-5	0	0.5	-3	37*	-5	93	-6	92
COc1ccc(/C=N/NC(=O)CCSc2nc3ccccc3s2)cc1	-22	-5	-0.5	-8	-14	4	116	10	100
CCC(C(=O)NC1CCCC1)N(C(=O)Cn1nnc(-c2ccc(C)o2)n1)c1ccc(F)cc1 (stereo unspecified)	6	-35	0.8	-10	-2	4	102	3	102
COCCn1c(SCC(=O)Nc2ccc(C(C)=O)cc2)nc2c([nH]c3ccccc32)c1=O	-10	-24	1.9	-5	0	11	98	2	94
Cc1cc(C)cc(Nc2ncc3c(n2)CCCC3=O)c1	-7	-6	0.3	-2	-1	18	112	9	112
Cc1ccc(N2CCCn3c2cc(C)c(C#N)c3=O)cc1C	-11	-10	2.0	-6	0	14	96	1	116
Cc1ccc(/C=N/NC(=O)CSc2ccccn2)o1	18	-9	0.3	-5	-2	-5	100	9	99
O=C(Nc1cccc(S(=O)(=O)N2CCCCC2)c1)c1ccc2ccccc2n1	1	-10	-0.9	-1	-1	4	96	-1	97
O=C(c1cc(-c2ccccc2)nc2ccccc12)N1CCc2ccccc2C1	-10	-22	-0.9	-5	-7	-22	104	4	109
COC(CNC(=O)c1cccc(-n2c(=S)[nH]c3cc(Cl)ccc3c2=O)c1)OC	-10	1	-1.2	0	-6	-2	95	-11	98
C/C(=N/N=C/c1ccc(N(C)C)cc1)c1ccccc1	19	-2	1.5	-6	1	-14	96	-1	95
CCCNc1c(NC(=O)c2ccc3c(c2)OCO3)c(=O)oc2ccccc12	-11	-2	-0.8	2	-5	19	98	-1	96
CCOc1ccccc1NC(=O)CN1CCC(NC(=O)Nc2ccccc2)CC1	-1	-15	0.9	-3	-3	2	98	-3	101
O=C(Cc1ccc(Br)cc1)N/N=C/c1cccnc1	-5	-15	-2.4	-3	7	3	99	6	100
CN(C(=O)COC(=O)c1cc(-c2ccc(Cl)s2)nc2ccccc12)C1CCS(=O)(=O)C1 (stereo unspecified)	-53	0	6.3	-5	-3	14	93	-8	95
NC(=O)C1CCN(C2=C(NS(=O)(=O)c3ccc(Br)cc3)C(=O)c3ccccc3C2=O)CC1	7	2	-4.4	-3	15	19	100	-3	100
COc1cccc(NC(=O)CCC2CCN(C(=O)c3cncs3)CC2)c1	0	-16	-0.1	0	10	7	101	-4	100
Cc1cccn2c(=O)c(/C=C(\C#N)S(=O)(=O)c3ccc(Cl)cc3)c(N3CCC(C(N)=O)CC3)nc12	-23	-16	9.8	-5	-4	11	93	-1	100
Nc1ccccc1NC(=O)NC(=O)c1ccccc1	-10	-15	23	-2	0	6	104	3	102
O=C(CCc1ccccc1)NNC(=O)Nc1ccc(Br)cc1	-1	-2	-0.1	-2	1	-11	106	5	104
CC1(C)CC(=O)C(C(=O)c2ccccc2)C(=O)C1	3	2	-2.1	-4	-3	19	98	-1	95
CC(=O)Nc1ccc(NC(=O)C(C)OC(=O)/C=C/c2cccs2)cc1 (stereo unspecified)	-13	6	0.6	5	9	9	101	-2	89
Cc1ccc(OCC(=O)N/N=C/c2ccncc2)cc1C	-7	-18	0.6	-6	15	3	102	-3	99
CCOC(=O)C1CCN(C(=O)C2COc3ccccc3O2)CC1 (stereo unspecified)	8	-17	-0.5	-9	5	4	103	7	101
O=S(=O)(c1cccc(-c2csc(-c3cccnc3)n2)c1)N1CCCCC1	-5	-6	0.7	1	-7	-11	106	7	106
CC1(C)CC(NC(=S)NC2CC2)CC(C)(C)N1	-5	1	0.2	-3	1	1	98	4	104
CCN(CC)S(=O)(=O)c1cccc(NC(=O)COc2ncnc3sccc23)c1	4	1	1.1	-6	4	23	105	1	110
O=c1oc(-c2ccccc2)nc2sc3c(c12)CCCC3	-20	-6	-2.3	-4	9	4	101	-1	101
COC(=O)c1cnc(Nc2cccc(C(F)(F)F)c2)c([N+](=O)[O-])c1	-3	4	1.9	-3	-5	20	82	-10	88
CN(C)CCCOC(=O)c1ccccc1Cl	3	-1	2.1	-5	-1	18	98	-3	99
CCOC(=O)c1ccc(NC(=O)CN2C(=O)C3C4C=CC(C4)C3C2=O)cc1 (stereo unspecified)	-6	-12	2.4	-4	2	25	100	-1	104
S=C(NCc1ccco1)Nc1ccc2c(c1)OCCO2	6	1	0.2	-11	8	3	105	5	100
Cc1ccc(NC(=O)CN(C)C(=O)Cn2cc(C(F)(F)F)cc(Cl)c2=O)cc1	-31	-2	0.8	1	5	2	95	2	98
Cc1cccc(NC(=O)c2cc(-c3cccnc3)nc3c(C)cccc23)n1	34	-38	1.1	1	-11	0	99	-3	99
COCc1nn2c(N)c(C#N)cnc2c1-c1ccccc1	-7	-5	-2.5	0	2	12	104	6	104
Cc1ccccc1OCc1nnc(SCC(=O)Nc2ccc3c(c2)OCO3)n1C	-26	-17	1.3	-4	-7	14	99	1	99
Carrying on.
SMILES	CRFBP-R2 block	DNA FID counter	CRFBP-R2 agonist	GalR3 antag	HCV NS3 hel inh	UBC9 SUMO inh	MEKK2wt PB1 HTS	MEKK2 mut-MEK5	MEKK3 PB1 HTS
S=c1[nH]nc(COc2ccccc2)n1/N=C/c1cccnc1	-1	-1	-3.9	-1	1	-8	108	1	125
CN(CC(=O)NC1CCCCCCC1)S(=O)(=O)c1cccc2cccnc12	-15	-29	-1.1	-3	2	13	109	2	105
COc1ccc(Cl)cc1NC(=S)Nc1cccnc1	-12	-1	-1.5	-11	4	-1	97	-3	99
N#Cc1cc(N2CCCCC2)c([N+](=O)[O-])cc1C#N	-14	0	-7.2	-1	3	5	99	-2	96
O=[N+]([O-])c1cc([N+](=O)[O-])c(N2CCCCCC2)cc1NCCO	-19	13	-3.2	-4	-2	-15	101	2	98
CCCN(CC(=O)Nc1ccc(OC)c(OC)c1)CC(=O)Nc1ccc(F)c(F)c1F	8	-14	-2.9	2	-4	8	98	-2	101
CCOC(=O)N1CCN(C(=S)NC(=O)c2ccc(Br)cc2)CC1	7	-16	-3.8	-1	2	16	97	-2	96
CN(C)c1ccc(/C=N/N(CCC#N)C2=NS(=O)(=O)c3ccccc32)cc1	-7	-18	21	-5	3	13	106	4	106
O=C(CCc1ccccn1)N1CCCC(Nc2ccc(F)cc2)C1 (stereo unspecified)	-8	-15	-0.6	5	4	-4	91	-4	93
O=C(CCc1ccccc1)NNC(=O)c1ccccc1C(=O)O	7	-3	-1.6	-5	-5	-2	97	-1	99
N=c1c(S(=O)(=O)c2ccc(Cl)cc2)cc2c(=O)n3ccccc3nc2n1CCN1CCOCC1	14	-2	-0.6	0	-5	12	/	/	/
O=C1NC(=O)/C(=C/c2cccc3ccccc23)S1	11	-20	-1.6	-7	11	12	94	3	102
